E coli WT inh: blocks growth of wild type E. coli BW25113. E. coli BW25113 growth inhibition, OD600. inhibition, % at 10 µM. actives 0.05% (n = 20,000). AID 552; in the data active means inhibition above about 40%;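 further: bacteria exposed to compound for 20 hours at 37 °C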
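assay system = bacterial strain in a whole-cell growth screen | quantity = inoculum from a 1:1000 dilution of a 1.5 h subculture | buffer or medium = LB broth with 50 µg/mL kanamycin | compound dosing = one dose, 10 µM final | schedule = compound exposure of 20 h at 37 °C | technique = absorbance at 615 nm as a measure of bacterial growth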
Numbers without * were called inactive. A portion of the library; rates above refer to the full screens.

#	molecule	E coli WT inh
1	Cc1nnc2n(Cc3ccccc3)c(=O)c3c4c(sc3n12)COC(C(C)C)C4 (stereo not drawn)	0.2
2	COc1cccc(N2C(=O)CC(N3CCC(C(N)=O)(N4CCCCC4)CC3)C2=O)c1 (stereo not drawn)	6.2
3	Cc1cccc(NC(=O)C23CCC(C)(/C(=N/O)C2)C3(C)C)c1 (stereo not drawn)	-16.8
4	COC1CCCCC1NS(=O)(=O)c1ccccc1 (stereo not drawn)	-1.7
5	CCN(CC)C(=O)C1=C(C)Nc2nnnn2C1c1cccnc1 (stereo not drawn)	4.9
6	COc1cccc(-c2nc3n(n2)C(c2cccs2)C(C(=O)Nc2cccnc2)=C(C)N3)c1 (stereo not drawn)	3.5
7	Cc1cc2ncn(C(=O)c3c(-c4ccccc4)noc3C)c2cc1C	14.3
8	CCOC(=O)c1ccc(NC(=O)C2CCN(S(=O)(=O)CC)CC2)cc1	3.5
9	Cc1nc2sc(C(=O)O)c(N)c2c2c1COC(C)(C)C2	-17.5
10	Cc1ccc(-c2nnc(N3CCN(C(=O)CN4C(=O)c5ccccc5C4=O)CC3)c3ccccc23)cc1	-1.7
11	CCN(C(=O)c1cccs1)c1nnc(-c2ccncc2)s1	-4.2
12	O=C(NCC1CCCO1)c1ccc(COc2ccc(F)cc2)o1 (stereo not drawn)	-6.0
13	Cc1cc2ncc(-c3ccc(Cl)cc3)c(N)n2n1	12.5
14	CCOC(=O)c1cnc(-c2cccc(OC)c2)[nH]c1=O	-26.6
15	CC(=O)Nc1ccc(S(=O)(=O)Nc2cccc(NC(=O)C(C)(C)C)c2)cc1	-16.1
16	CCOC(=O)Nc1cccc(NC(=O)c2cc(OC)cc(OC)c2)c1	3.3
17	COc1ccc(F)cc1S(=O)(=O)Nc1ccc(C)cc1	5.1
18	O=C(NC1CCCCNC1=O)c1ccc(Cl)cc1 (stereo not drawn)	-19.2
19	Cc1cc(NS(=O)(=O)c2ccccc2)n(-c2ccccc2)n1	8.0
20	O=C(CC1CCCCC1)c1c(O)c2ccccc2oc1=O	-6.6
21	O=C(CN1CCOCC1)n1c2ccccc2c2ccccc21	-13.2
22	c1csc(-c2nn3c(Cn4cnc5ccccc54)nnc3s2)c1	-0.6
23	COc1ccc(-c2cn3c4c(sc3n2)CCCC4)cc1	-21.2
24	Cc1cccc(C)c1NC(=O)C1(N(Cc2ccco2)C(=O)c2ccccn2)CCCC1	-27.0

Entries 17 through 18 of the list above:
#	molecule	E coli WT inh
17	COc1ccc(F)cc1S(=O)(=O)Nc1ccc(C)cc1	5.1
18	O=C(NC1CCCCNC1=O)c1ccc(Cl)cc1 (stereo not drawn)	-19.2

Carrying on:
#	molecule	E coli WT inh
25	Cc1ccc2c(c1)C1OCCC1C1N2C(=O)C2C(C(=O)O)C3C=CC21O3 (stereo not drawn)	-0.6
26	CCOC(=O)C1CCN(c2c(N(C)Cc3ccco3)c(=O)c2=O)CC1	6.2
27	COc1ccc(Cl)cc1NC(=O)c1ccco1	-19.6
28	Cc1ccc(C(=O)N2CCC(C(N)=O)CC2)cc1C	-18.5
29	O=C(c1cccn2c(=O)c3cc(Cl)ccc3nc12)N1CCOCC1	0.0
30	CS(=O)(=O)N(CC(=O)N1CCN(c2cccc(Cl)c2)CC1)C1CCCCC1	-1.3
31	C=CCN1C(=O)C2(/C(=C(\O)c3ccc4c(c3)OCCO4)C(=O)C(=O)N2CCCOC)c2ccccc21 (stereo not drawn)	-1.6
32	CC1CCN(Cc2nc3c(c(=O)n(C)c(=O)n3C)n2Cc2cccc3ccccc23)CC1	-0.4
33	CCOc1ccc2ccccc2c1/C=N/n1cncn1	-2.5
34	CC12CCC(C(=O)NCC3CCCO3)(OC1=O)C2(C)C (stereo not drawn)	-21.6
35	O=C(CSc1nc2c(c(C(F)(F)F)n1)CCc1ccccc1-2)NCc1ccco1	-24.4
36	Cc1noc(C)c1COc1cccc(C(=O)Oc2ccc3c(c2)OCO3)c1	8.0
37	N#Cc1c2n(c3c(=O)n(Cc4ccccc4)cnc13)CCCC2	-8.9
38	Cc1cc(C)n(-c2nc3ccccc3nc2N2CCN(C(=O)c3ccc(F)cc3)CC2)n1	-22.8
39	CCCCCn1c(=NC(=O)c2ccco2)c(C(=O)OCC)cc2c(=O)n3ccccc3nc21	-10.8
40	CCOC(=O)C1=C(C)NC(C)=C(C(=O)OCC)C1	-9.6
41	CSc1nc2cc(S(=O)(=O)N3CCOCC3)ccc2s1	-18.6
42	CCOc1ccc(-c2nc(S(=O)(=O)c3ccccc3)c(NCc3cccnc3)o2)cc1	5.5
43	CCOC(=O)C1=C(C)Nc2nc(SCC(=O)OC)nn2C1c1cc(F)cc(F)c1 (stereo not drawn)	3.6
44	COc1cc(CO)cc(-c2cc(CO)cc(OC)c2OC)c1OC	-4.2
45	Cc1ccc(SCc2nc(-c3ccccn3)no2)cc1	-14.7
46	CC(O)c1c(OCc2ccccc2)ncnc1OCc1ccccc1 (stereo not drawn)	-1.4
47	CC1=Nn2c(nnc2-c2cc(-c3ccccc3)n[nH]2)SC1	-1.8
48	COc1cccc(CNc2ccc(N3CCCCC3)cc2)c1OC	-13.1
49	O=C(Oc1c(CN2CCOCC2)cc(Cl)c2cccnc12)c1ccc(F)cc1	6.9
50	COc1cc(C(=O)N2CCN(c3cc(Cl)ccc3Cl)CC2)cc(OC)c1OC	-1.2
51	CCN(CC)S(=O)(=O)c1ccc(Br)c(OC)c1	-0.1
52	O=C(NCc1cccs1)C(Cc1ccccc1)n1cccc1 (stereo not drawn)	1.2
53	CCOc1ccccc1NC(=O)CSc1nnnn1Cc1ccccc1	2.9
54	Cc1nc2c(-c3ccc(F)cc3)c(C)nn2c(C)c1CCC(=O)NC(C)CCc1ccco1 (stereo not drawn)	7.6
55	CCn1c(SCC(=O)NCc2cccs2)nnc1-c1cccs1	-8.4
56	O=C(NCCCN1CCCC1=O)c1cccc(C(F)(F)F)c1	1.1
57	Cc1cc(C(=O)O)ccc1-n1c(C)ccc1C	-1.1
58	COc1ccccc1-n1nnnc1SCc1cc2c(cc1Br)OCO2	-8.6
59	O=C(COC(=O)c1cc(S(=O)(=O)N2CCOCC2)ccc1O)NCC1CCCO1 (stereo not drawn)	8.1
60	O=C(CS(=O)(=O)Cc1ccccc1)N1CCN(c2cccc(C(F)(F)F)c2)CC1	-26.1
61	O=C(CN1C(=O)C2CC=C(Cl)CC2C1=O)Nc1ccc(C(=O)O)cc1 (stereo not drawn)	-2.0
62	O=C(CSc1ncn(-c2ccccc2)n1)NCc1ccccc1	-6.2
63	CS(=O)(=O)N(CC(=O)NCCC1=CCCCC1)c1ccc2c(c1)OCO2	-15.5
64	O=C(O)CCN1C(=O)c2ccc(NC(=O)c3cccs3)cc2C1=O	-19.4
65	COc1c(F)c(F)c(C(=O)Nc2ccccc2N2CCN(C(C)=O)CC2)c(F)c1F	-4.0
66	COc1ccc(OC)c(S(=O)(=O)N(C)CC(=O)Nc2ccccc2OC)c1	-21.8
67	CCCn1c(C)cc(C(=O)COc2ncnc3sccc23)c1C	9.2
68	CCOc1ccccc1Oc1ccc(C(F)(F)F)cn1	-18.2
69	CCOC(=O)c1c(N)nn(C(=O)C(C)(C)C)c1-c1ccccc1	-10.2
70	CCOc1ccc(C(=O)NCc2ccncc2)cc1	-19.7
71	CCN1CCN(Cc2nc3c(c(=O)[nH]c(=O)n3C)n2Cc2ccccc2Cl)CC1	4.3
72	Cn1c(=O)c2c(nc(CN3CCc4ccccc4C3)n2Cc2ccc(F)cc2)n(C)c1=O	-9.4
73	O=C(NCc1cccs1)C1CC(c2ccccc2O)=NO1 (stereo not drawn)	-1.5
74	CCN1C(=O)OC2(CCCCC2)C1(C)O (stereo not drawn)	-3.4
75	CCOC(=O)c1cc(NC(=O)c2cc(C)on2)cc(C(=O)OCC)c1	-16.8
76	COc1ccc(-c2noc(CN(C)S(=O)(=O)c3ccc(Cl)cc3)n2)cc1OC	-17.7
77	CCCC(=O)c1cc(-c2nc3ccccc3n2C)n(C)c1	-19.2
78	COc1cc(C)nc(NCc2ccccc2)n1	-19.0
79	Cc1n[nH]c(C)c1SCC(=O)Nc1ccc(F)cc1	-0.2
80	Cn1c(=O)c2c(nc(Oc3ccc4c(c3)OCO4)n2Cc2ccc(Cl)cc2)n(C)c1=O	3.7

More records follow:
#	molecule	E coli WT inh
81	Cc1ccc2oc(=O)c3cnn(CC(=O)NCCC(C)C)c3c2c1	-6.5
82	CCOC(=O)c1c(Nc2ccccc2N)cc(C)nc1C	4.2
83	Cc1ccc(C(C)NC(=O)c2cc(C)oc2C)cc1 (stereo not drawn)	-14.0
84	COc1ccc(CNC(=O)CSc2nnc(-c3ccc(NC(C)=O)cc3)n2C)cc1	-7.0
85	CC(=O)N1CCc2cc(S(=O)(=O)CCC(=O)N3CCN(C(=O)c4ccco4)CC3)ccc21	-3.6
86	Cn1nc(-c2ccc(N3CCOCC3)c(NS(=O)(=O)c3ccccc3)c2)c2ccccc2c1=O	-18.4
87	Cc1nc2nc(COc3ccccc3)nn2c(C)c1Cl	-12.9
88	OCc1nc2ccccc2n1CCCOc1ccccc1	-3.1

Gathered by group: those above containing two or more sulfur atoms
#	molecule	E coli WT inh
11	CCN(C(=O)c1cccs1)c1nnc(-c2ccncc2)s1	-4.2
22	c1csc(-c2nn3c(Cn4cnc5ccccc54)nnc3s2)c1	-0.6
41	CSc1nc2cc(S(=O)(=O)N3CCOCC3)ccc2s1	-18.6
55	CCn1c(SCC(=O)NCc2cccs2)nnc1-c1cccs1	-8.4

Next section.
#	molecule	E coli WT inh
89	COc1ccc(CNC(=O)C(c2ccco2)N(Cc2cccs2)C(=O)Cc2cccs2)cc1 (stereo not drawn)	5.1
90	O=C(Nc1cccc(C(=O)N2CCOCC2)c1)c1ncn[nH]1	2.6
91	O=C(O)COc1ccc(-c2nnn(Cc3ccccc3F)n2)cc1	-23.0
92	O=C(CCc1ccccc1)Nc1nc2ccc(S(=O)(=O)N3CCOCC3)cc2s1	-14.4
93	CCn1nnnc1SCC(=O)N1CCOCC1	0.0
94	O=C(O)Cn1nnnc1-c1ccc(F)cc1	-16.3
95	COc1ccccc1NC(=O)CN1CCCCC1	-14.9
96	CCOC(=O)C1CCN(C(=O)CN(C)S(=O)(=O)c2cc(C)ccc2OC)CC1	-19.6
97	O=C(c1ccco1)[C@@H]1[C@@H]2C(=O)N(c3ccc(F)cc3)C(=O)[C@@H]2C2c3ccccc3C=CN21 (stereo partly drawn)	-18.1
98	CCC(C)(C)n1nnnc1C(c1ccncc1)N1CCN(c2cccc(OC)c2)CC1 (stereo not drawn)	-0.6
99	O=C(CSCCSCC(=O)c1ccco1)c1ccco1	9.2
100	C=CCn1c(SCC(=O)NCc2ccccc2)nnc1-c1ccccc1O	-6.6
101	COC(=O)c1ccc(NC(=O)CS(=O)(=O)Cc2ccccc2)cc1	1.9
102	C=CCn1c(SCC(=O)NCC2CCCO2)nc2scc(-c3ccco3)c2c1=O (stereo not drawn)	-1.1
103	CC(C(N)=O)N1C(=O)C2C3C=CC(C3)C2C1=O (stereo not drawn)	3.5
104	COc1cccc(C2CC(C(F)(F)F)n3ncc(C(=O)NCc4ccco4)c3N2)c1 (stereo not drawn)	-21.8
105	O=C1c2ccccc2C(=O)N1n1c(=O)[nH]c2ccccc2c1=O	-7.5
106	CN1CCN(C(=O)c2ccc(-c3nn(C)c(=O)c4ccccc34)cc2)CC1	-7.4
107	CCCC(CCC)C(=O)OC1C[C@H]2CC[C@@H](C1)[N+]2(C)C (stereo partly drawn)	6.4
108	CCCCC(=O)Nc1cc2nn(-c3ccc(OC)cc3)nc2cc1C	-25.2
109	O=C1C(=O)N(Cc2ccco2)C(c2cccc(Cl)c2)/C1=C(\O)c1ccc2c(c1)OCCO2 (stereo not drawn)	-19.1
110	COc1nc(-c2ccccc2)ccc1-c1noc(C)n1	-5.8
111	CSC1CCCCC1(O)CSc1nc2ccccc2o1 (stereo not drawn)	-17.9
112	Cc1noc(C)c1C(=O)Nc1ccc(Cl)cc1C(F)(F)F	-0.8
113	CCOc1ccccc1OCCCCN1CCCC1	1.9
114	Cc1ccnc(NC(=O)CCC(=O)N(CC(=O)NC(C)(C)C)C2CCCC2)c1	-2.6
115	COC(=O)c1cc2ccsc2n1CC(=O)Nc1cc(C)cc(C)c1	10.0
116	CCn1c2ccccc2c2cc(Nc3cc(C)nc4ncnn34)ccc21	4.6
117	CC(C)C[C@H](NC(=O)Nc1cccc(C(F)(F)F)c1)C(=O)O	-3.9
118	CSc1ncc(Cl)c(C(=O)NCc2ccc3c(c2)OCO3)n1	-23.3
119	O=C(Cn1c(C(=O)NCC2CCCO2)cc2sccc21)c1ccccc1 (stereo not drawn)	6.1
120	CCc1sc(C(=O)Nc2ccsc2C(=O)OC)cc1Br	-19.4
121	Cc1ccccc1Nc1cc2ccccc2c(=O)[nH]1	7.2
122	COc1ccccc1OCCSc1nc2ccccc2c(=O)[nH]1	4.7
123	C=CCN(C(=O)CNC(=O)c1ccco1)C(C(=O)NC1CCCCC1)c1ccccc1F (stereo not drawn)	7.8
124	O=C(NC1CCS(=O)(=O)C1)N1CCCCC1 (stereo not drawn)	6.7
125	CCNS(=O)(=O)c1cc(Br)ccc1OC	3.3
126	COCCCNC(=O)Cn1cc(C(C)=O)c2ccccc21	-13.9
127	CN(C)S(=O)(=O)c1ccc2c(c1)c(=O)c(C(=O)NCCCN1CCCCCC1)cn2C	6.3
128	CC1CN(C2CCCCC2)c2nc3c(c(=O)[nH]c(=O)n3C)n2C1 (stereo not drawn)	14.6
129	O=C(Nc1ccon1)c1csc2c1CCCC2	-9.6
130	CCOc1ccc(N(C(C)=O)C2C=CS(=O)(=O)C2)cc1 (stereo not drawn)	1.0
131	O=C(NCCc1nc2ccccc2[nH]1)c1ccc(F)cc1	-21.1
132	CCCC1=C(C(=O)OCC)C(c2ccc(NC(C)=O)cc2)NC(=O)N1 (stereo not drawn)	-10.0
133	CCc1cc(=O)oc2cc(C)c3c(C)coc3c12	-15.0
134	O=C(NCCc1ccccc1)c1ccc(=O)oc1	-15.6
135	COC(=O)/C=c1\sc2ncnn2c1=O	-2.4

Screens: PubChem, SRMLSC
